Assay outcomes from PubChem.
HepG2 viability = qHTS for Inhibitors of TGF-b: Cytotox Counterscreen; HepG2 CAGA-GFP viability, ATP luminescence, 18 h; Potency, µM (highest dose often 46.1 µM), for the others: top-dose activity change, negative = cytotoxicity, usual class: cytotoxic; hit rate 0.76% among 410,000; also: potency is read from the fitted curve at half-maximal effect; some results filed as inactive show a strong effect at the top dose
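CellTiter-Glo luminescence gave cytotoxicity after 18 hours at 37 degrees C. The cells were HepG2 CAGA-GFP in 1% FBS DMEM, stimulated with 500 pg/mL TGF-beta after compound addition. %Activity was normalised to no-cell wells (complete cell-killing) and DMSO (no toxicity), and curves were fitted and classified.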
Nrf2 activator = qHTS of Nrf2 Activators; AREc32 ARE-luciferase reporter (MCF7-derived line), luminescence, 24 h; Potency, µM (titrated, usually from 46.1 µM), for the others: at the top dose activation, usual class: activators; hit rate 0.31% among 410,000; AID 624171, 2012; also: potency is read from the fitted curve at half-maximal effect; % of control where 0% means no effect; nearly all actives have a fitted effect of over 65% in size
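AREc32_Fluc, 1000 cells/well, OPTI-MEM + 5% FBS, o/n 37 deg C 5% CO2; 23 nL cpd by pin tool, 24 hr; Steady-Glo 30 min RT, luminescence.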
CCT chaperon mod = High-Throughput Screening for Modulators of Cytosolic Chaperonin Activity. purified chaperonin ATPase assay, HTRF ADP detection, 30 min. activity change, % (concentration not given with the values), hits read low. hit rate 0.3% among 360,000. AID 651819, 2012; in the data active = activity change below about -30%; also: % is scaled to controls: 0 for no effect and ±100 for the full control effect
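ATPase activity: ADP formed was measured by HTRF Transcreener (665/615 nm ratio) after 30 min at 37 deg C with 10 uM ATP. Compounds screened at one 76 uM concentration against 40 or 20 nM TRiC in Tris pH 7.4/KCl/MgCl2/DTT buffer.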
MmCpn inh = Inhibitors of TCP-1 ring complex (TRiC) of Methanococcus maripaludis (MmCpn): qHTS; Chaperonin Mm-Cpn (Methanococcus maripaludis); purified Mm-Cpn ATPase, ADP Transcreener TR-FRET; Potency, µM (series often up to 76.9 µM), without a hit: top-dose activity, negative = inhibition, hits mostly inhibitors; hit rate 0.031% among 330,000; also: potency is read from the fitted curve at half-maximal effect; % is scaled to controls: 0 for no effect and ±100 for the full control effect; nearly all actives have a fitted effect of over 80% in size
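ATPase read-out: TR-FRET ADP immunoassay (anti-ADP Eu cryptate vs ADP-d2), ex 320 nm, em 590/665 nm; signal drops as ADP forms. Enzyme 25 nM, ATP 10 uM, 30 min at 37°C after 10 min compound preincubation.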
A549 viability = Nrf2 qHTS screen for inhibitors: counterscreen for cytotoxicity; A549 ARE-Fluc cells, CellTiter-Fluor viability, 18-24 h; Potency, µM (top dose mostly 46 µM), for inactives: at the top dose activity change, negative = cytotoxicity, most hits filed as inhibitors; hit rate 0.16% among 390,000; AID 504648, 2011; also: potency is read from the fitted curve at half-maximal effect; % is scaled to controls: 0 for no effect and ±100 for the full control effect
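A549 ARE-Fluc cells in 5% FBS OPTI-MEM, 5000 cells/well, rested 2 h then exposed to compounds in concentration-response for 18-24 h at 37 °C. Viability by CellTiter-Fluor fluorescence (Ex 405/Em 525) after 30 min; luciferase luminescence (BugLite, 15 min, RT) read afterwards.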
pAkt inh = HTS Assay for Inhibitors of Akt Phophorylation: Primary Screen | Neuro2A IGF-stimulated pAkt S473 HTRF, 20 min; stronger effect = lower value | AID 651550, 2012 | hit rate 0.32% among 360,000 | activity change, % for hits at 50 µM; in the data active = activity change below about -80%; inconclusive = mostly about -51% to -80%; also: % is scaled to controls: 0 for no effect and ±100 for the full control effect
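Single-point screen (50 µM final compound) in Neuro2A cells stimulated 20 min with 6 nM IGF at 37 deg C. After lysis, Ser473-phosphorylated Akt read by HTRF (ex 330 nm, em 615/665 nm) as the 665/615 ratio.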
Abeta yeast res = qHTS for compounds that reverse cellular toxicity of Amyloid beta (A-beta) peptide in yeast: Primary Screen. yeast expressing A-beta42, growth rescue, OD600, 48 h; response scale: 0% DMSO, 100% iron-clioquinol control. Potency, µM (doses to about 46.1 µM), for the others: top-dose growth rescue, usual class: activators. hit rate 0.063% among 410,000. AID 1347071, 2019; also: potency is read from the fitted curve at half-maximal effect; nearly all actives have a fitted effect of over 55% in size
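Growth rescue measured by 600 nm absorbance after 48 h yeast culture at 30 C with compound. Values normalized between DMSO and an equimolar ferric chloride plus clioquinol control.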
Nrf2 inh = Nrf2 qHTS screen for inhibitors. Potency, µM (series often up to 46 µM), inactives show at the highest dose activity change, negative = inhibition, hits mostly inhibitors. A549 ARE-Fluc reporter, luciferase luminescence, 18-24 h. hit rate 2.1% among 360,000; also: potency is read from the fitted curve at half-maximal effect; % is scaled to controls: 0 for no effect and ±100 for the full control effect; nearly all actives have a fitted effect of over 60% in size
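Nrf2 function is reported as luminescence of an ARE-controlled luciferase in A549 cells. Compounds were tested at several concentrations, and a CellTiter-Fluor read on the same wells flagged cytotoxicity.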
TGFb inhibitor = qHTS for Inhibitors of TGF-b. HepG2 CAGA-GFP TGF-b/SMAD3 reporter, GFP fluorescence, 18 h; TGF-beta stimulated, 500 pg/mL final. Potency, µM (highest dose often 46.1 µM), for the others: at the highest dose activity, negative = inhibition, most hits filed as inhibitors. hit rate 1.2% among 410,000. AID 588855, 2011; also: potency is read from the fitted curve at half-maximal effect; % is scaled to controls: 0 for no effect and ±100 for the full control effect; nearly all actives have a fitted effect of over 65% in size
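HEPG2 CAGA-GFP reporter cells (1000/well, DMEM with 1% FBS) received compounds, then recombinant TGF-beta at 500 pg/mL final for 18 hours at 37 degrees C. Per-cell GFP summed per well was normalised to unstimulated and stimulated DMSO controls before curve fitting.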
Active calls of the source: *; i = inactive; ? = inconclusive; nt = no result given; [ ] = another dose, or the depositor's remark. Unless noted, calls follow the shape of the dose curve; as a rule, active = well fitted curve in the direction sought with a large enough effect; inconclusive = small, poorly fitted or top-dose-only effect, or another doubt; inactive = no such curve, though single readings can be large; an effect the other way counts as inactive or inconclusive.

[1] COc1cc(SC)ccc1C(=O)OCC(=O)NCCC1=CCCCC1
[2] CCCOc1cccc(C(=O)Nc2nnn(CCC)n2)c1
[3] CCCCCCN1C[C@@H](O)[C@H](n2cc(-c3ccc(F)cc3)nn2)C[C@@H]1c1ccc(OC)cc1
[4] COc1ccccc1CNC(=O)C1CCC(=O)N1C(C)C (stereo not given)
[5] CCN(CC)C(=O)[C@H]1C[C@H](CC(=O)NCCCn2ccnc2)C(=O)N2CCc3c([nH]c4ccc(Cl)cc34)[C@]12C
[6] COc1ccc(OC)c(C2SCCN2S(C)(=O)=O)c1 (stereo not given)
[7] COc1cc(C2=Nc3c(c(C)nn3-c3ccccc3)P(=O)(N3CCOCC3)O2)cc(OC)c1OC (stereo not given)
[8] COc1ccc(S(=O)(=O)N(C)CC(=O)NCCCN2CCOCC2)cc1Cl

Compound	1	2	3	4	5	6	7	8
HepG2 viability	-10%	-19%	-7%	6%	-16%	-7%	7%	-3%
Nrf2 activator	1.8%	0.0%	4.4%	0.4%	-0.9%	0.3%	0.1%	-0.1%
CCT chaperon mod	-2.2	2.3	-2.0	1.5	-0.8	-7.7	0.7	0.6
MmCpn inh	1%	2%	nt	-2%	-2%	4%	-1%	-2%
A549 viability	9%	0%	nt	-5%	7%	-6%	1%	3%
pAkt inh	i	i	i	i	i	i	i	i
Abeta yeast res	2%	15%	0%	4%	-6%	14%	8%	1%
Nrf2 inh	13%	39%	nt	-30%	3%	-3%	13%	0%
TGFb inhibitor	0%	9%	-11%	-1%	?	15%	-27%	5%

[9] CCNc1ccc(C(=O)OC(C(=O)NC(N)=O)C(C)C)cc1[N+](=O)[O-] (stereo not given)
[10] Cc1nc(NC(=O)/C=C/c2ccccc2)sc1C(=O)NCCO
[11] CC(=O)NC(CCS(C)(=O)=O)C(=O)Nc1cccc(C)c1 (stereo not given)
[12] O=[N+]([O-])c1cccc(C=NN=Cc2ccccc2O)c1
[13] COc1ccc(C2CC(=O)c3cc(-c4nc(-c5cccc([N+](=O)[O-])c5)cs4)c(=O)n(-c4ccc(F)cc4)c3C2)cc1 (stereo not given)
[14] COc1cccc(NC(=O)Nc2ccc(Br)cn2)c1
[15] CCn1c(SCC(=O)N2CCCCC2C)nnc1-c1ccc(S(=O)(=O)N2CCN(C)CC2)cc1 (stereo not given)
[16] O=C(CCN1C(=O)S/C(=C\c2ccccc2)C1=O)NCCCn1ccnc1

Compound	9	10	11	12	13	14	15	16
HepG2 viability	2%	-5%	-56%	-10%	-21%	-8%	-12%	-7%
Nrf2 activator	3.7%	20%	1.8%	10µM*	-0.1%	5.2%	0.2%	0.0%
CCT chaperon mod	-0.9	5.1	-3.3	-3.7	nt	1.5	-3.1	1.2
MmCpn inh	1%	0%	0%	nt	nt	-2%	0%	1%
A549 viability	6%	-1%	3%	-3%	-12%	1%	18%	-15%
pAkt inh	i	i	i	i	nt	i	i	i
Abeta yeast res	-8%	3%	-2%	-11%	-5%	?	2%	-5%
Nrf2 inh	-7%	3%	5%	3%	-6%	6%	-1%	5%
TGFb inhibitor	4%	?	-5%	-4%	1%	-11%	0%	10%

Complete entries, looked up by structure. Values in the order: HepG2 viability, Nrf2 activator, CCT chaperon mod, MmCpn inh, A549 viability, pAkt inh, Abeta yeast res, Nrf2 inh, TGFb inhibitor
CCN(CC)C(=O)[C@H]1C[C@H](CC(=O)NCCCn2ccnc2)C(=O)N2CCc3c([nH]c4ccc(Cl)cc34)[C@]12C reads -16%, -0.9%, -0.8, -2%, 7%, i, -6%, 3%, ?
COc1cccc(NC(=O)Nc2ccc(Br)cn2)c1 reads -8%, 5.2%, 1.5, -2%, 1%, i, ?, 6%, -11%
CCn1c(SCC(=O)N2CCCCC2C)nnc1-c1ccc(S(=O)(=O)N2CCN(C)CC2)cc1 (stereo not given) reads -12%, 0.2%, -3.1, 0%, 18%, i, 2%, -1%, 0%
COc1ccc(S(=O)(=O)N(C)CC(=O)NCCCN2CCOCC2)cc1Cl reads -3%, -0.1%, 0.6, -2%, 3%, i, 1%, 0%, 5%

Further records follow.
[17] O=C(NCc1ccc(F)cc1)C(c1ccccc1)N(C(=O)c1csnn1)c1ccccc1 (stereo not given)
[18] COc1ccc(CC(=O)Nc2ccc3c(c2)OCO3)cc1S(=O)(=O)N1CCOCC1
[19] Cc1cc(NC(=O)CSc2nc(-c3cccs3)cc(C(F)(F)F)n2)no1
[20] CCOC(=O)Cc1ccc(NC(=O)N2CCC(CN3CCCCCC3)CC2)cc1
[21] C/C(=N\Nc1ccc(F)cc1F)c1ccccc1O
[22] CCOC(=O)c1c(C)c(C(=O)N2CCc3ccccc3C2)c(C)n1CC
[23] N#CCCN1CCN(Cc2cc(-c3ccccc3)ccc2O)CC1
[24] C[C@@H](C(=O)NCc1ccco1)N1C(=O)N2CCc3c([nH]c4ccccc34)[C@@]2(C)C1=O

Compound	17	18	19	20	21	22	23	24
HepG2 viability	-3%	-2%	-9%	6%	-25%	-40%	-17%	-4%
Nrf2 activator	0.3%	0.4%	2.3%	-0.7%	27%	-0.5%	3.4%	3.4%
CCT chaperon mod	-4.8	-2.7	-8.2	nt	4.1	-9.6	-1.4	-3.3
MmCpn inh	-1%	2%	-5%	nt	2%	-1%	0%	0%
A549 viability	-19%	-5%	-19%	-8%	-5%	2%[1.84 µM]	?	1%
pAkt inh	i	i	i	nt	i	i	i	i
Abeta yeast res	17%	21%	17%	-4%	10%	3%	4%	-17%
Nrf2 inh	-20%	-16%	-21%	13%	?	?	-1%	-11%
TGFb inhibitor	-10%	3%	?	4%	?	-27%	0%	-25%

[25] O=C(CS(=O)(=O)c1ccccc1)N1CCCCCC1
[26] CC(C)(C)OC(=O)NC(CCCCNC=O)C(=O)O (stereo not given)
[27] CC1CC(C)CN(c2oc(-c3ccccc3Cl)nc2C#N)C1 (stereo not given)
[28] Cc1ccccc1OCC(=O)O/N=C(\N)Cc1cccs1
[29] Cc1ccnc(NCc2ccccc2O)c1
[30] COc1cccc2c1OC[C@@H](CO)[C@H]2N(C)C(=O)Nc1ccccc1
[31] COc1ccc(C2=NOC(Cn3nc(C(=O)NCc4ccc(C)cc4)cc3-c3ccccc3)C2)cc1 (stereo not given)
[32] Cc1ccc(-c2cc(C(=O)N/N=C/c3c(C)nn(-c4ccccc4)c3C)n[nH]2)s1

Compound	25	26	27	28	29	30	31	32
HepG2 viability	3%	-14%	8%	19%	6%	7%	-14%	-31%
Nrf2 activator	0.9%	-0.4%	-0.6%	-0.1%	0.0%	-1.2%	-0.5%	-1.5%
CCT chaperon mod	4.6	2.2	2.0	-1.0	-3.0	-0.4	-2.6	-1.9
MmCpn inh	1%	1%	1%	-17%	-1%	-2%	-1%	-2%
A549 viability	2%	2%	10%	2%	0%	6%	-2%	6%
pAkt inh	i	i	i	i	i	i	i	i
Abeta yeast res	11%[9.22 µM]	-1%	5%	4%	12%	8%	-14%	-14%
Nrf2 inh	nt	-2%	?	?	1%	nt	?	-17%
TGFb inhibitor	-6%	0%	34%[activator]	31%[activator]	-3%	18%	?	13µM*

[33] CCc1ccc(C(C(=O)NCCOC)N(C(=O)Cn2nnc3ccccc32)c2cccnc2)cc1 (stereo not given)
[34] CN(Cc1ccccc1)c1nc(-c2cccc([N+](=O)[O-])c2)nc2ccccc12
[35] CSc1ncccc1C(=O)NC1CCCCCC1
[36] COc1ccc(-n2nnnc2SCC(=O)Nc2cccc(O)c2)cc1
[37] Cc1nc(N2CCN(c3ccccn3)CC2)c2c(C)c(C(=O)N3CCN(c4ccc(F)cc4)CC3)sc2n1
[38] CC1CCN(C(=O)Cn2cc(SCC(=O)NCC3CCCO3)c3ccccc32)CC1 (stereo not given)
[39] CCOC(=O)CN(C)Cc1cn(C)nc1-c1ccc(Oc2ccccc2)cc1
[40] O=c1[nH]c(-c2ccccc2)nc2sc(-c3ccccc3)cc12
[41] COc1ccc(Cc2nn3c(-c4cc(OC)c(OC)c(OC)c4)nnc3s2)cc1
[42] O=C(NCCS(=O)(=O)c1ccc(Br)cc1)c1ccc(F)cc1
[43] COc1ccc(C(=O)Nc2ccc(S(=O)(=O)N3CCCC3)cc2)cc1[N+](=O)[O-]

Compound	33	34	35	36	37	38	39	40	41	42	43
HepG2 viability	-30%	-4%	8%	2%	-6%	-9%	0%	6%	-25%	4%	0%
Nrf2 activator	-0.7%	3.1%	2.0%	2.1%	2.6%	0.2%	3.7%	9.5%	6.9%	-1.1%	0.3%
CCT chaperon mod	1.3	-2.0	-0.5	0.9	0.6	0.1	0.6	2.3	-1.0	-1.9	-4.1
MmCpn inh	1%	4%	-2%	1%	-24%	-6%	1%	0%	-2%	-5%	1%
A549 viability	4%	1%	-2%	-2%	-10%	-16%	-7%	-15%	5%	0%	0%
pAkt inh	i	i	i	i	i	i	i	i	i	i	i
Abeta yeast res	2%	-19%	3%	-5%	18%	-13%	5%	-10%	-8%	-12%	-8%
Nrf2 inh	-3%	-2%	0%	-3%	18µM*	0%	-14%	?	1%	12%	-14%
TGFb inhibitor	0%	3%	2%	?	?	5%	2%	5%	-13%	0%	12%
